Yfh1-off respiration: mitochondrial function rescue without frataxin homolog – Friedreich's ataxia, plus single-dose screen, dose response (AID 1465); S. cerevisiae Yfh1-off respiration, WST-1 reduction, 72 h; higher fold induction means a stronger effect; fold induction at 50 µM; hits with a dose series show EC50 in µM; 220,000 tested, 0.074% active;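 active means fold induction of absorbance versus untreated yeast above a set limit, then at least 30% activation at any dose in follow-up; inconclusive means repeats straddling the limit, or above it without dose testing; inactive means fold induction below the set limit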;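 further: activators that raise dye reduction in frataxin-depleted yeast; strong numbers were not always called active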
K1F lysis inhibition: protection from phage-mediated lysis, alamar blue read-out – E. coli UTI89, K1F phage, bacterial capsule biogenesis inhibitors (AID 488966) | 340,000 tested, 0.02% active | one-dose inhibition, % at 100 µM; IC50 in µM for titrated hits | E. coli UTI89 K1F phage lysis, alamar blue, 2 h; higher % means a stronger effect;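 active means phage lysis inhibition, versus mean bacterial control, above a set limit; inconclusive means no clear call, values can overlap the other calls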;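 further: capsule biogenesis inhibitors block K1F phage lysis so surviving cells raise fluorescence; higher fluorescence means more inhibition of phage lysis; actives were called in the ten point dose series up to 300 µM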
WT yeast gro inh: growth inhibition of WT yeast, mitochondrial fusion screen | mitochondrial fusion phenotypic screen, WT strain | inhibition, % at 10 µM | 190,000 tested, 2.1% active | AID 1362; in the data active means inhibition above about 58%; tested in S. cerevisiae
West Nile antiviral: inhibition of WNV-induced cytopathic effect – cell-based, CPE readout (AID 1621) | West Nile virus-infected cells, CPE inhibition; higher % means a stronger effect | CPE inhibition, % at 10 µM, or IC50 in µM where a hit was titrated | 290,000 tested, 0.02% active; in the data active means a potency from the dose series; inconclusive means CPE inhibition mostly from about 3.7% at the one dose, without a potency; inactive means the rest, 99 in 100 with CPE inhibition below about 2.2%; further: strong numbers were not always called active
SV40 large T antigen: SV40 large T antigen inhibitors, biochemical (AID 1903); 310,000 tested, 0.39% active; inhibition, % at 20 µM, or IC50 in µM where a hit was titrated; SV40 large T antigen ATPase/helicase inhibition assay; higher % means a stronger effect; in the data active means a potency from the dose series; inconclusive means inhibition mostly from about 32% at the one dose, without a potency; inactive means the rest, 99 in 100 with inhibition below about 32%; further: strong numbers were not always called active
CSM14.1 death rescue: rescue of cells from ER stress-induced death, primary screen, 384-well, CSM14.1, thapsigargin, ATP luminescence (AID 1222); CSM14.1 thapsigargin-induced death rescue, ATP luminescence; higher % means a stronger effect; cellular ATP content (survival), % at 20 µM, or EC50 in µM where a hit was titrated; 190,000 tested, under 10 active;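 active means EC50 below 50 µM in the dose-response confirmation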;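 further: death triggered by thapsigargin at about 15 µM added after 2 h compound pretreatment; cell ATP read after overnight thapsigargin exposure of roughly 18 to 22 hours; normalized against plate controls of thapsigargin alone and 5% DMSO vehicle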
Dengue-2 NS5 capping: Dengue-2 NS5 methyltransferase inhibitors, primary screen, biochemical, confirmation dose response (AID 588689); Dengue-2 NS5 methyltransferase capping enzyme assay, biochemical; higher % means a stronger effect; one-dose inhibition, % at 25 µM; IC50 in µM for titrated hits; 340,000 tested, 0.3% active; in the data active means a potency from the dose series; inconclusive means inhibition above about 29% without an active follow-up result
RSV antiviral HEp-2: RSV antiviral activity via CPE protection, HEp-2 cells, primary 10 µM value included (AID 2391); 310,000 tested, 0.13% active; HEp-2 cells, RSV-induced CPE inhibition; higher % means a stronger effect; one-dose CPE inhibition, % at 10 µM; IC50 in µM for titrated hits; in the data active means a potency from the dose series; inconclusive means CPE inhibition mostly from about 23% at the one dose, without a potency; inactive means the rest, 99 in 100 with CPE inhibition below about 21%; further: strong numbers were not always called active
XIAP antagonists: XIAP antagonists, biochemical, IAP family, fluorescence polarization (AID 1018). 200,000 tested, 0.007% active. one-dose displacement, % at 20 µM; IC50 in µM for titrated hits. XIAP BIR domain, fluorescence polarization peptide displacement; higher % means a stronger effect; in the data active means displacement above about 50%; further: a part of the inactive calls stands beside numbers as strong as those of hits
WT yeast gro inh mutant strain: also measured in WT yeast gro inh; calls as there; inhibition, %; mitochondrial fusion phenotypic screen, mutant strain inhibition
Dengue-2 NS5 capping pilot replicate: recorded beside Dengue-2 NS5 capping, whose call it bears; inhibition, %; measured here: pilot screen replicate inhibition
* marks the source's active call; other numbers are inactive results; i = inactive; ? = inconclusive; nt = no result given; [ ] = another dose, or the depositor's remark.

SMILES	Yfh1-off respiration	K1F lysis inhibition	WT yeast gro inh	WT yeast gro inh mutant strain	West Nile antiviral	SV40 large T antigen	CSM14.1 death rescue	Dengue-2 NS5 capping	RSV antiviral HEp-2	XIAP antagonists	others
COc1ccc(CCNC(=O)c2[nH]c(C)c(C(C)=O)c2C)cc1	i	0.0%[50 µM]	-29	-61	0.1%	2%	0.7%	-6%	0.4%	-7.8%
C/C(CC(=O)Nc1ccccc1Cl)=N\NC(=O)C(=O)NCCO	i	0.5%	-10	-8	0.3%	13%	-1.2%	7%	-0.4%	-1.4%
O=C(NCCO)c1ccc2[nH]c3c(c2c1)CCCC3	i	0.0%	5	-3	0.0%	2%	-1.5%	-1%	0.4%	-1.4%
Oc1cccc(CN2CCCCC2)c1	i	2.0%[50 µM]	-12	-15	-0.5%	-2%	-0.7%	2%	-0.3%	-7.5%
Brc1ccc(/C=N/Nc2ccccc2)cc1	i	1.1%	43	41	-0.9%	3%	3.7%	-4%	4.4%	-6.3%
O=C(CC(C(=O)O)c1c(F)cccc1Cl)c1ccc(Cl)cc1 (stereo not drawn)	nt	0.1%	nt	nt	-0.1%	1%	nt	-1%	3.7%	nt
COc1ccc(OC(=O)c2cn(C)nc2C(F)(F)F)cc1	i	0.0%	-2	0	-0.4%	11%	0.9%	-1%	0.7%	-6.3%
Cc1ccc(Cn2ccc(NC(=O)c3cc(-c4ccc(Cl)cc4)on3)n2)cc1	i	5.8%	-18	-14	-0.2%	0%	-1.8%	-1%	1.7%	-6.9%
CSc1cccc(NC(=O)CN(C)S(=O)(=O)c2ccccc2)c1	i	-0.3%	4	12	-0.3%	5%	1.8%	1%	4.3%	-2.9%
C/C(=N\NC(=O)COc1ccc(C#N)cc1)c1ccc(N2CCOCC2)cc1	i	0.2%	8	11	-0.6%	0%	-4.4%	1%	1.4%	-0.9%
COc1ccc(S(=O)(=O)NC(C)C(=O)N2CCCC2)cc1C (stereo not drawn)	nt	-0.1%	nt	nt	-0.1%	12%	nt	-3%	0.7%	nt	Dengue-2 NS5 capping pilot replicate=3.0
Cc1c(C(c2cccs2)c2c(C)n(C)n(-c3ccccc3)c2=O)c(=O)n(-c2ccccc2)n1C	i	0.3%	nt	nt	-0.3%	15%	nt	-13%	-1.2%	nt
CC1CCCC(C)N1c1ccc(S(=O)(=O)N2CCOCC2)cc1Cl (stereo not drawn)	nt	0.4%	nt	nt	-1.6%	7%	nt	-1%	19%	nt
Cc1ccc(NCC(=O)N/N=C/c2ccc(-c3cccc(C(F)(F)F)c3)o2)cc1	i	-1.1%[50 µM]	40	11	-0.5%	21%	-2.2%	-1%	18%	-2.4%
CC(C)COC(=O)CCNc1n[nH]c(=O)[nH]c1=O	i	0.4%	7	18	0.5%	14%	-2.7%	-5%	-0.4%	-0.9%
NC(=O)c1c(NC(=O)Cn2nc(C(=O)O)c3ccccc3c2=O)sc2c1CCCC2	i	0.1%	nt	nt	1.5%	17%	nt	-3%	2.9%	nt
CC(=O)c1cccc(NC(=O)COC(=O)c2ccc(S(C)(=O)=O)c([N+](=O)[O-])c2)c1	i	0.0%	-10	-13	-0.3%	23%	1.4%	-53%	3.5%	-2.6%
CCC(C)c1ccc(NC(=O)Nc2cnccn2)cc1 (stereo not drawn)	nt	0.7%[50 µM]	nt	nt	0.0%	-6%	nt	-4%	-0.9%	nt
CCOc1ccc(NC(=S)NC(=O)Cc2ccccc2)cc1	nt	0.3%	nt	nt	1.1%	21%	nt	-8%	2.8%	nt
COc1ccc(-c2nnn(CC(=O)NCCc3c[nH]c4ccccc34)n2)cc1OC	i	6.5%	-5	-13	0.4%	1%	0.5%	0%	3.2%	-4.1%
Cc1cc(C)n2nc(SCc3ccccc3F)nc2n1	nt	0.0%	nt	nt	-0.3%	9%	nt	-9%	0.7%	nt
N/C(=N\OC(=O)c1ccncc1)c1cccc([N+](=O)[O-])c1	nt	0.8%	nt	nt	-0.3%	4%	nt	-12%	1.3%	nt
Cc1cc(NC(=O)CSCC(=O)N(c2ccc(F)cc2)C(C(=O)NC2CCCCC2)c2ccc(O)c(O)c2)no1 (stereo not drawn)	i	1.9%	-4	-2	-0.8%	1%	-2.6%	-3%	8.3%	1.3%
CCCc1nc(NC(=O)c2ccccc2)nc(NC(=O)c2ccccc2)n1	i	0.1%	nt	nt	-0.3%	2%	nt	-4%	-1.1%	nt
COc1cccc(NC(=O)c2cccc(OC)c2OC)c1	i	1.0%	3	6	0.1%	3%	nt	0%	0.4%	-3.5%
Cc1sc(NC(=O)C2C3CCC(C3)C2C(=O)O)c(C(N)=O)c1-c1ccc(C(C)(C)C)cc1 (stereo not drawn)	i	-1.9%[50 µM]	14	-3	-1.2%	1%	-3.2%	7%	11%	-0.9%
N=C1C(c2nc3ccccc3s2)=C(O)CN1C1CCCCC1	i	0.1%	-15	-12	-1.0%	15%	0.6%	-6%	2.9%	-11%
O=C(Nc1ccc2[nH]ccc2c1)c1ccccc1	i	0.1%	nt	nt	0.5%	6%	nt	-5%	4.3%	nt
CC(=O)NC1CC2CCCC(C1)N2C(=O)Nc1ccccc1 (stereo not drawn)	i	0.0%	-8	-2	0.2%	23%	-1.2%	0%	2.5%	-0.9%
O=C(CSc1ccc(-c2ccccn2)nn1)c1ccc([N+](=O)[O-])cc1	i	0.1%	11	1	-1.9%	8%	0.0%	5%	2.2%	-9.8%
O=C1CCC2(CC1)NC(=O)N(c1ccccc1)N2	i	-2.2%	3	3	0.8%	6%	-0.5%	0%	-3.0%	-2.5%
CC(=O)N(c1ccccc1)C1SC(=O)N(c2ccccc2)C1=O (stereo not drawn)	i	0.4%	16	10	?	12%	1.8%	-13%	1.0%	-6.4%
CC1CCC(NC(=O)CCS(=O)(=O)c2ccc3c(c2)oc(=O)n3C)CC1 (stereo not drawn)	nt	1.6%	nt	nt	-0.2%	10%	nt	1%	0.7%	nt
Cc1ccsc1/C=C1/SC(N2CCOCC2)=NC1=O	i	nt	9	17	-0.2%	26%	-3.1%	nt	0.4%	-8.8%
Cc1occc1C(=O)N(Cc1nc(-c2ccccc2)no1)C(C)C	nt	0.5%	nt	nt	-0.2%	nt	nt	-5%	0.9%	nt
COc1ccc(NC(=O)CC2CCCCC2)cc1OC	i	6.1%	7	-2	-0.1%	-1%	0.7%	-1%	0.6%	-5.7%
O=c1c2cc(NC(=S)NCCN3CCCCCC3)ccc2nc2n1CCCCC2	i	0.3%	13	-9	-0.7%	9%	-0.4%	-2%	-1.1%	-6.4%
O=c1c2ccc([N+](=O)[O-])cc2ncn1CCOc1ccc(Cl)cc1	i	-0.5%	25	23	-1.1%	15%	-2.4%	-13%	18%	-10%
COc1ccc(NC(=O)c2cc3n(n2)C(C(F)(F)F)CC(c2ccc(OC)cc2)N3)cc1 (stereo not drawn)	i	4.2%	-21	25	0.5%	-2%	-1.1%	-5%	0.2%	-0.5%
Cc1c(-c2cc(C(=O)O)on2)cnn1C	i	3.4%	-4	-10	0.4%	10%	-1.3%	1%	0.5%	0.7%
O=[N+]([O-])C(=c1ccc2c(c1)N1C3=C(CCCC3)CC3CCCCC31N=2)[N+](=O)[O-] (stereo not drawn)	i	nt	nt	nt	-0.6%	23%	nt	nt	2.8%	nt
C=CCNC(=O)c1ccc2nc(Cc3ccc(OC)cc3)oc2c1	nt	0.5%	nt	nt	-0.7%	-3%	nt	-10%	0.0%	nt
O=C(CCc1ccccc1)N1CCN(c2ccc([N+](=O)[O-])cc2)CC1	i	-0.3%	16	-7	-1.1%	11%	-0.1%	-9%	7.8%	-9.7%
C/C(=N/Nc1ncc(Br)cn1)c1ccc(Br)cc1	nt	1.2%	nt	nt	1.0%	1%	nt	nt	-0.4%	nt
COc1ccc(OCC(=O)N2N=C(C)CC2(O)C(F)(F)F)cc1 (stereo not drawn)	i	-0.3%	-5	2	0.1%	9%	-0.2%	-3%	4.2%	-2.3%
Cc1cc(-c2ccccc2)n2nc(N)nc2n1	i	-0.1%	nt	nt	0.1%	5%	nt	-2%	0.8%	nt
Cc1[nH]c2ccccc2c1-c1csc(NC(=O)CSCCO)n1	i	0.0%	5	0	-0.8%	23%	0.1%	2%	2.9%	-5.1%
Cc1ccc(C(=O)CCC(=O)Nc2ccccc2F)cc1	nt	0.1%	nt	nt	0.2%	10%	nt	1%	3.3%	nt
COc1ccc(OC)c(S(=O)(=O)N2CCCC(N3CCN(c4ccccc4)CC3)C2)c1 (stereo not drawn)	nt	0.2%	nt	nt	-0.1%	6%	nt	0%	12%	nt
COc1cc(NC(=O)CCc2c(C)nc3nc(C)nn3c2C)cc(OC)c1	i	0.9%	-18	7	0.3%	3%	-0.9%	-2%	1.8%	-3.5%
CN1CCN(C(CNC(=O)c2ccc(Br)o2)c2ccc(F)cc2)CC1 (stereo not drawn)	nt	1.2%[50 µM]	nt	nt	nt	4%	nt	0%	-2.5%	nt
CCOC(=O)c1[nH]c(C)c(C(=O)C(C)C)c1C	i	5.6%	-1	4	0.2%	17%	-2.5%	6%	0.2%	-4.1%
Cc1cccc(Nc2ncccc2C(=O)NCc2cccs2)c1C	i	0.0%	46	45	0.8%	-4%	11%	-4%	14%	-1.2%
CC(C)(C)c1ccc(C(=O)NCCOc2ccccc2F)cc1	nt	0.1%	nt	nt	0.1%	10%	nt	-9%	11%	nt
Cc1ccc(/C=N/n2c(C3CCCCC3)n[nH]c2=S)o1	i	1.1%[50 µM]	1	-4	0.6%	16%	0.1%	-3%	1.6%	-5.5%
Cc1cccc(Cn2ccc(NC(=O)c3ccc4c(c3)OCO4)n2)c1	i	0.1%	17	-8	-1.1%	6%	0.1%	-7%	3.3%	-1.6%
COc1ccc(C(O)CNc2ccc(C)cc2)cc1 (stereo not drawn)	nt	-2.7%	13	5	nt	2%	-1.6%	-10%	0.5%	4.4%
CC(C)C[C@@H](NC(=O)C1CCC(CNC(=O)[C@@H]2CCCN2C(=O)OC(C)(C)C)CC1)C(=O)O (stereo partly drawn)	nt	-0.3%[50 µM]	nt	nt	-0.1%	10%	nt	-2%	1.6%	nt
CCOc1ccc2c(c1)-c1c(ssc1=S)C(C)(C)N2C	i	2.4%	52	22	-0.1%	13%	2.5%	2%	4.0%	-5.2%

Source: PubChem (several laboratories)
